Cardiac RTF inh = cardiac RTF calcium desensitization. IANBD-labeled cardiac RTF, Ca2+ fluorescence. inhibition, % at 7.15 µM. AID 493244. P19429+P45379. 340,000 tested, 0.12% active;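 active = inhibition above the mean inhibition of all tested compounds plus 3 SD, cut at about 17% in these data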;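 also: assay run at fixed EC70 calcium of 1.6 mM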
DAGLB inhibitor = diacylglycerol lipase beta (human) inhibition; HEK293T DAGLB membrane lysate, EnzChek fluorogenic substrate; Q8NCG7; AID 504411; inhibition, % at 5.17 µM; 340,000 tested, 0.059% active; in the data active = inhibition above about 34%;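 also: 0% = enzyme with vehicle and 100% = wells lacking enzyme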
PKA-R2B activ = activators of human PKA-R2B complex; P22694+P31323; PKA-R2B holoenzyme dissociation, Cy5-IP20 fluorescence polarization; R2B truncated from residue 108, S112A mutant; 0% DMSO only, 100% 113 µM cGMP; activation, % at 11.4 µM; 340,000 tested, 0.079% active;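 active = activation above a cutoff set at the mean over all compounds plus 3 SD, cut at about 18% in these data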;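 also: higher means more holoenzyme dissociation and a rise in polarization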
Target sequence (P31323 whole entry, looked up, other chains not shown, the tested form may be a part): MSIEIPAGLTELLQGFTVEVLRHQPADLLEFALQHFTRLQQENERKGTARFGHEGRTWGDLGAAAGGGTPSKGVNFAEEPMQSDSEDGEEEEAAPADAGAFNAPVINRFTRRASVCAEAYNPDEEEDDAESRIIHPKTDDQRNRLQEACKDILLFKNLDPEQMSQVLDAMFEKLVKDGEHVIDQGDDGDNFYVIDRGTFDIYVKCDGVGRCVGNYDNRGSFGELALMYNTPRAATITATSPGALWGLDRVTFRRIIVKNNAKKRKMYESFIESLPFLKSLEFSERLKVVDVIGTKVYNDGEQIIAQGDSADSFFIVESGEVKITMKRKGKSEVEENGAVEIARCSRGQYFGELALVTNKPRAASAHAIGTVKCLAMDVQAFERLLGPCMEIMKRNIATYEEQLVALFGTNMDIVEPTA
Arr AP2 block = inhibitors of human beta-arrestin and AP2 interaction | AID 504490 | inhibition, % at 10 µM | FITC-arrestin peptide / GST-AP2 beads, flow cytometry; AP2 beta2 appendage carries R879A mutation | 340,000 tested, 0.31% active;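 active = inhibition above a set limit, near 3 SD of compounds lacking own fluorescence, cut at about 54% in these data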;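 also: plate controls were DMSO wells for no effect and 5 µM unlabelled arrestin peptide for full effect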
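Material – AP2 appendage R879A on GSH beads · Buffer or medium – PBS with 0.05% Tween 20 and 0.1% BSA · Probe or stimulus – fluorescein-tagged arrestin peptide at 50 nM final · Incubation – compound with beads 12 min RT, then probe 1 h RT · Detection – high-throughput flow cytometry of beads, ex 488, em 535 nm · Evaluation – percent response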
NSD2 inh = inhibitors of human histone methyltransferase NSD2; NSD2 peptide methylation, AlphaScreen, 120 min; inhibition, % at 12.5 µM; 310,000 tested, 0.54% active; in the data active = inhibition above about 50%
Keap1 Nrf2 FP = inhibitors of human Keap1-Nrf2 protein-protein interaction; 340,000 tested, 0.15% active; inhibition, % at 9.4 µM; Keap1 Kelch-Nrf2 peptide fluorescence polarization, 1536-well; in the data active = inhibition above about 12%;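 also: human Keap1 Kelch domain with fluorescein labeled Nrf2 9mer peptide probe; 0% = neutral control wells and 100% = peptide positive control; higher means more block of Keap1 binding to Nrf2 peptide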
LANA DNA inh = KSHV C-LANA DNA binding inhibition; MBP-C-LANA/FAM-LBS DNA binding, fluorescence polarization; inhibition, % at 9 µM; 340,000 tested, 0.078% active; AID 504423;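 active = highest replicate inhibition at or above 60% at 9 µM, even if other replicates fall short; inactive = all replicates below 60% inhibition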;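 also: 0% = neutral control wells and 100% = 4 µM acridine orange control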
PvdQ inh = P. aeruginosa PvdQ acylase inhibition; 340,000 tested, 0.063% active; purified PvdQ acylase, fluorescence plate reader; inhibition, % at 10 µM; in the data active = inhibition above about 30%, passing the limit was not always enough;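 also: 0% = vehicle neutral wells and 100% = reference inhibitor wells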
SR-BI HDL uptake = inhibitors of mouse SR-BI mediated HDL lipid uptake; AID 488896; ldlA[mSR-BI] CHO cells, DiI-HDL uptake fluorescence, 3 h; 320,000 tested, 0.96% active; inhibition, % at 12.5 µM; Q61009;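 active = mean replicate inhibition of at least 70% and a set share of replicates each scoring 70 or more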;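 also: 0% = median of neutral control wells and 100% = median of positive control wells; values of inactives mirror those of a sister screen read the other way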
Target sequence (Q61009 whole entry, looked up): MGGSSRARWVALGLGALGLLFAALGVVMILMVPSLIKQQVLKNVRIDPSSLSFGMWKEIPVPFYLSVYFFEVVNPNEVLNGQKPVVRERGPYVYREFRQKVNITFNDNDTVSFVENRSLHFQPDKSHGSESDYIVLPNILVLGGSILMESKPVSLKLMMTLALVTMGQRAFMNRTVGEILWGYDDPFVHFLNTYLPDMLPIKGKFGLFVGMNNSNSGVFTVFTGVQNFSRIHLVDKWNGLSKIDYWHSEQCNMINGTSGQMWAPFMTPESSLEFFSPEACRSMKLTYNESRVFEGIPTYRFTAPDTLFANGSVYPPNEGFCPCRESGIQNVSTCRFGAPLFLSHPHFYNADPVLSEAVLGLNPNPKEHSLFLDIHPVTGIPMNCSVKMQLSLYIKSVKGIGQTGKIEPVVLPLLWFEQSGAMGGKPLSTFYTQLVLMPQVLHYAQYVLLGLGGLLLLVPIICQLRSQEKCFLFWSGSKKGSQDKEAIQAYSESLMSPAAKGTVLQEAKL
SR-BI DiI-HDL act = activators of SR-BI mediated HDL lipid uptake | 320,000 tested, 0.096% active | activation, % at 12.5 µM | AID 504775 | CHO ldlA[mSR-BI] cells, DiI-HDL uptake fluorescence, 3 h; 100 = double the neutral-control signal;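 active = mean replicate activation of at least 60% and every replicate at or above 60%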;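 also: 0% = median plate neutral-control signal and 100% = twice that signal; values of inactives mirror those of a sister screen read the other way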
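Test system: SR-BI-overexpressing, LDLR-lacking CHO cells; Medium: Ham's F12 with 0.5% BSA, HEPES 25 mM, pH 7.4; Schedule: 3 h, 37 °C; Technique: bottom-read fluorescence, 550/595 nm.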
* marks the source's active call; other numbers are inactive results; . = no result given.

SMILES	Cardiac RTF inh	DAGLB inhibitor	PKA-R2B activ	Arr AP2 block	NSD2 inh	Keap1 Nrf2 FP	LANA DNA inh	PvdQ inh	SR-BI HDL uptake	SR-BI DiI-HDL act
O=C1c2ccccc2-c2cccc(C(=O)N3CCCCCC3)c21	-3	0	5	20	3	-2	0.6	13	-20	20
c1ccc(-n2nnnc2Oc2ccc(-n3ccnc3)cc2)cc1	3	-2	-10	-2	0	2	0.5	-6	-3	3
CCc1ccc(C(=O)Nc2ccc3nc(C)ccc3c2)cc1	-5	0	-12	-14	.	-6	-0.1	-15	.	.
Cc1cccc(OCC(=O)Nc2cccc(-c3nnc(-c4ccccc4)o3)c2)c1C	8	-6	3	12	0	0	0.6	18	62	-62
C(=N\Nc1ccccn1)/c1c[nH]c2ccccc12	0	3	-10	-2	2	-6	1.4	-13	7	-7
CSc1nnc(CNC(=O)c2ccccc2)n1-c1cccc(C)c1	-4	0	-8	40	.	-2	-0.6	1	-4	4
CC(=O)Nc1ccc(S(=O)(=O)Nc2nnc(C(C)C)s2)cc1	-2	0	5	19	0	3	-0.3	5	16	-16
CCCSc1nc2c(c(=O)[nH]c(=O)n2C)n1CCc1ccccc1	2	2	-2	6	6	2	-1.5	-13	7	-7
CCOC(=O)C(=O)c1csc(NC(=O)COc2ccc(N(C)S(=O)(=O)c3ccc(F)cc3)cc2)n1	2	-2	-13	-4	2	-4	-0.5	6	39	-39
NC(=O)N/N=C/c1sc(N2CCCCC2)nc1-c1cccs1	0	5	-5	-3	12	-2	-1.1	-8	-7	7
COc1ccc(CCNC(=O)C2CCN(S(=O)(=O)N3CCC(C)CC3)CC2)cc1OC	-4	2	0	-4	-1	2	0.1	-8	37	-37
O=C(O)Cc1nc(-c2cccnc2)sc1-c1ccc(Br)cc1	-21	4	1	4	2	-5	1.6	-11	.	.
COC(=O)NCc1ccc(CNC(=O)OC)cc1	1	-2	-10	33	-5	-1	1.8	2	-19	19
O=C(O)CCCC(=O)Nc1ccc(OCc2nc3ccccc3s2)cc1	6	-5	-6	41	-2	-4	3.4	14	-11	11
CCOC(=O)C(CCCCC(NC(C)=O)(C(=O)OCC)C(=O)OCC)(NC(C)=O)C(=O)OCC	-6	0	-2	-8	-3	0	-1.7	-11	6	-6
Cc1ccc(C(=O)Nc2ccc(S(=O)(=O)Nc3ncccn3)cc2)cc1[N+](=O)[O-]	-8	2	5	3	2	-5	-0.7	-3	11	-11
O=C(O)c1cc(Br)ccc1NN=C1CCCCC1	7	3	0	34	-2	0	2.0	2	-26	26
Cc1cc(C)cc(OCC(=O)N2CCCCCC2)c1	-2	-1	-1	6	-2	-3	-0.9	-4	6	-6
Cc1ccc(S(=O)(=O)N2CCN(S(=O)(=O)N3CCOCC3)CC2)cc1	-5	4	12	-1	0	-2	0.9	15	10	-10
COc1ccc(/C=N\NC(=O)c2ccc(-c3ccccc3)cc2)cc1COC(C)=O	-7	0	0	-6	-2	-7	1.5	-10	59	-59
O=C(Nc1cccc(C(=O)O)c1)/C(=C\c1ccco1)NC(=O)c1ccccc1	-12	2	-3	-2	-1	-6	0.7	-13	-11	11
Cc1nc2ccccc2n1CSc1ccccc1	-2	-2	6	9	2	5	1.3	9	6	-6
O=[N+]([O-])c1ccc(CSc2ccccn2)cc1	-6	-5	9	8	1	-3	-0.6	-8	4	-4
COc1ccc(NC(=O)N(Cc2cc3cc(C)ccc3[nH]c2=O)CC2CCCO2)cc1 (centres undefined)	8	0	-13	1	1	1	-20	-2	24	-24
O=C(NCC(=O)N1CCCCCCC1)c1ccco1	0	3	-6	-11	2	-7	0.8	-14	-28	28
Cc1cc(C)c(C)c(S(=O)(=O)N2CCC(C(=O)N3CCCCCCC3)CC2)c1C	-1	-3	1	2	-2	-3	-3.7	-6	37	-37
O=C(Cc1cccs1)Nc1nnc(SCC(=O)NC2CCCCC2)s1	2	0	13	3	5	2	-0.2	-7	-26	26
COc1ccccc1N(CC(=O)Nc1cc(S(=O)(=O)N(C)C)ccc1C)S(=O)(=O)c1cccs1	-5	-1	-10	-5	0	2	5.6	-18	4	-4
CCC(C)NCCOc1cc(C)cc(C)c1C (centres undefined)	2	-2	2	-17	15	0	-0.3	-13	-4	4
CCN(C(=O)c1ccco1)c1nc(CC(=O)Nc2ccc(Cl)cc2)cs1	-2	-5	0	5	-3	-3	-1.4	-10	15	-15
Cc1n[nH]c(C)c1S(=O)(=O)N1CCN(c2ccccn2)CC1	-2	-4	0	15	-3	1	0.9	2	-14	14
COc1cccc(C2C(C#N)=C(N)N(N(C)C)C3=C2C(=O)CC(C)(C)C3)c1OC (centres undefined)	-5	0	-8	-1	-4	-5	-1.7	-15	18	-18
O=C(CC12CC3CC(CC(Br)(C3)C1)C2)NC1CCCC1	11	-2	-1	29	-2	-4	1.7	6	-14	14
CCc1ccc(NC(=O)[C@H](C)NC(=O)C2CCN(C(=O)[C@@H](NC(=O)OC(C)(C)C)C(C)C)CC2)cc1	-7	-3	-3	11	-2	-7	2.1	-23	-3	3
CCOC(=O)c1ccc(-c2n[nH]c(=O)c3ccccc23)cc1	-9	-7	-2	-8	3	-4	-0.7	-7	-7	7
COc1cc(C=O)ccc1OC(=O)Nc1ccccc1	-1	-3	-3	-2	-5	-1	-1.0	11	-1	1
O=C(CN1C(=O)/C(=C2\SC(=S)N(CCS(=O)(=O)O)C2=O)c2ccccc21)Nc1cccc(Br)c1	30*	7	-1	0	.	-1	-1.5	-3	2	-2
CCOC(=O)CN1C(=O)N[C@@H](c2cccc(C(F)(F)F)c2)[C@H](C(C)=O)[C@H]1C	-7	1	9	10	.	5	1.3	3	-4	4
COc1cc(C(=O)Nc2cc(-c3ccccc3)[nH]n2)cc(OC)c1OC	-11	0	6	29	0	0	0.6	-15	22	-22
CCOC(=O)c1sc(NC(=O)c2ccc(S(=O)(=O)N3CCOCC3)cc2)cc1C	7	-3	14	5	1	-1	0.4	8	.	.

Three entries out of the list above, ordered by their value in Keap1 Nrf2 FP, largest number first:
molecule,Keap1 Nrf2 FP
O=C(Cc1cccs1)Nc1nnc(SCC(=O)NC2CCCCC2)s1,2
COc1ccc(NC(=O)N(Cc2cc3cc(C)ccc3[nH]c2=O)CC2CCCO2)cc1 (centres undefined),1
CCC(C)NCCOc1cc(C)cc(C)c1C (centres undefined),0

(continued)
SMILES	Cardiac RTF inh	DAGLB inhibitor	PKA-R2B activ	Arr AP2 block	NSD2 inh	Keap1 Nrf2 FP	LANA DNA inh	PvdQ inh	SR-BI HDL uptake	SR-BI DiI-HDL act
CN1/C(=C\C(=O)c2cccnc2)Sc2ccccc21	12	0	-6	36	-4	0	0.3	6	25	-25
COc1ccc(OC)c(-n2c(-c3ccc(O)cc3O)n[nH]c2=S)c1	-1	3	3	-8	4	-3	-0.2	-16	1	-1
C=C(C)C1CC=C(CN2CCC(C(=O)OCC)CC2)CC1 (centres undefined)	-5	-2	5	12	-3	0	0.3	6	-7	7
Cc1cccc(COCC(CC(C)C)N2CCN(C(=O)c3ccc(C(C)(C)C)cc3)CCC2=O)c1 (centres undefined)	-4	-14	-14	-4	.	0	-1.1	-8	-9	9
CCOC(=O)c1ccc(N2C(=O)c3n[nH]c(C)c3C2c2ccccn2)cc1 (centres undefined)	-2	3	2	30	.	2	-6.3	3	-17	17
COc1ccccc1NC(=O)c1ccc(SCC(=O)NCc2ccccc2Cl)c([N+](=O)[O-])c1	4	2	-12	11	-3	-5	0.6	-7	58	-58
Cc1c(C(=O)c2ccc(Cl)c([N+](=O)[O-])c2)c2ccccn2c1CCC#N	-5	6	3	0	2	-3	-1.2	6	44	-44
CC(=O)C1=C(O)C(=O)N(CCc2c[nH]c3ccccc23)C1c1ccc(C)cc1 (centres undefined)	-16	12	-7	-1	2	-8	-0.5	-12	-6	6
CN(C)CCNc1c2c(nc3nnnn13)CCCC2	0	-1	-3	-4	-1	-3	-0.3	-6	-27	27
COc1ccc([C@H]2CC(=O)C=C(C#CC(C)(C)C)C2)cc1	-5	-8	-8	28	.	0	1.1	-9	-8	8
CNC(=S)NNC(=O)c1sccc1OCc1ccc(C)cc1	-2	2	1	-6	2	-2	-1.3	-13	-3	3
Cc1nn(-c2ccccc2)c(C)c1C(=O)OCC(=O)NC(=O)NC1CCCCC1	2	-5	-13	4	3	-3	0.3	1	-8	8
COc1ccc(-n2c(SCC(=O)O)nc3sc4c(c3c2=O)CCC4)cc1	-2	2	3	-1	-1	0	-0.7	-8	-9	9
CCOc1ccc(C(=O)C(c2ccccc2)N2CCOCC2)cc1 (centres undefined)	-13	-1	3	-4	-1	-3	-0.9	-14	10	-10
CC(C)N(C(=O)COC(=O)c1ccccc1C(=O)c1ccc(Cl)c([N+](=O)[O-])c1)C(C)C	2	-1	-2	17	-2	-1	0.4	-9	-15	15
CCCCN(C(=O)c1cc2ccccc2o1)c1c(N)n(CCCC)c(=O)[nH]c1=O	-1	5	3	-5	2	-6	2.8	-8	-3	3
NC(=O)C1CCN(C(=O)C2CCC(=O)N(C3CCCCCC3)C2)CC1 (centres undefined)	3	3	-3	7	0	-1	-2.4	-5	-38	38
CCCCNC(=O)CN(c1ccc(Cl)c(Cl)c1)S(C)(=O)=O	-8	-3	-15	11	26	-9	0.8	-1	-35	35
O=C(N/N=C/c1cccc([N+](=O)[O-])c1)c1cnccn1	-5	1	-3	0	-3	0	0.1	-2	12	-12
Cc1nc(NCc2ccc3c(c2)OCO3)c2oc3ccccc3c2n1	4	-1	-7	5	.	-1	-2.9	7	-20	20
COC(=O)C1CCN(c2nc3ccccc3nc2C(C#N)C(=O)NCCc2ccccc2)CC1 (centres undefined)	-3	1	-5	26	0	4	0.4	-7	.	.
N=c1sccn1CC(=O)Nc1ccccc1Cc1ccccc1	-3	-1	-6	24	4	-2	1.2	3	-24	24
COc1ccccc1NC(=O)C(NC(=O)OC(C)(C)C)C(C)OCc1ccccc1 (centres undefined)	4	-10	2	-4	-9	-3	1.4	-18	6	-6
Cn1c(=O)c2c(ncn2CCN(CCO)Cc2ccccc2)n(C)c1=O	-5	2	7	7	-4	-2	0.6	-4	-37	37
CCC(=O)N1CCc2cc(Br)cc(S(=O)(=O)NCCCN(CC)Cc3ccccc3)c21	-8	-2	-11	54	0	7	-0.6	4	9	-9
CC(=O)c1c(C)[nH]c(C(=O)OCC(=O)Nc2c(C)cccc2C)c1C	-11	-5	9	-14	-7	1	-2.0	2	9	-9

Limited to Cardiac RTF inh and PvdQ inh, for three of the compounds above:
canonical_smiles | Cardiac RTF inh | PvdQ inh
CCc1ccc(C(=O)Nc2ccc3nc(C)ccc3c2)cc1 | -5 | -15
O=C(O)c1cc(Br)ccc1NN=C1CCCCC1 | 7 | 2
COc1ccccc1NC(=O)c1ccc(SCC(=O)NCc2ccccc2Cl)c([N+](=O)[O-])c1 | 4 | -7

Bioassay records deposited in PubChem BioAssay by several laboratories.
